Assay outcomes: PubChem BioAssay, Emory University Molecular Libraries Screening Center
14-3-3 PPI = modulators of 14-3-3 gamma protein binding, primary screen, biochemical, fluorescence polarization | 14-3-3 protein gamma (Homo sapiens), P61981 | FP, 14-3-3gamma / TMR-pS259-Raf peptide binding | inhibition, % at 40 µM | 0.19% of 160,000 active; in the data active = inhibition above about 30%;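 note: 0% = protein plus tracer without compound and 100% = blank with tracer alone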
Target sequence (P61981 whole entry, looked up): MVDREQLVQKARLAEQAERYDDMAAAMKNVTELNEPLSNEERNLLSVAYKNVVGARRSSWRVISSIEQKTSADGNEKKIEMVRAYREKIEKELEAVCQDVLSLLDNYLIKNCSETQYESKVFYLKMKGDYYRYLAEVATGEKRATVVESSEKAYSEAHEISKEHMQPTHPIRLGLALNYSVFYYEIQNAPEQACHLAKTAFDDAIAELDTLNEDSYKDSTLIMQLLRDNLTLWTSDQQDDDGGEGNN
An asterisk follows results filed as active; & = joins results of further samples. This is a subset (hit frequency here may not be typical).

A first look, 16 compounds:
SMILES | 14-3-3 PPI
CCCN1C(=O)CC(c2ccco2)Sc2ccccc21 (centres undefined) | -8
CN(Cc1ccccc1)c1nc(-c2ccc(Cl)cc2)nc2ccccc12 | 7
Cc1ccccc1CSc1nc2ccccc2c(=O)n1CCC(=O)NCc1ccc(F)cc1 | -1
CC(=O)NC(CCS(C)(=O)=O)C(=O)Nc1ccccc1Cl (centres undefined) | 0&-6
Nn1c(SCC(=O)Nc2ccccc2F)nc2ccccc2c1=O | 3
COc1ccc(C2C(C(=O)Nc3nc4ccc(Br)cc4s3)=C(C)NC3=C2C(=O)CC(C)(C)C3)c(OC)c1 (centres undefined) | -6
CCOC(=O)C1CCN(C(=O)c2ccc(OC)c(OC)c2)CC1 | -4
CCOC(=O)C1CCN(c2ncnc3c2cnn3-c2ccc(Cl)cc2)CC1 | 7
COc1nc(C)ccc1-c1noc(-c2ccccn2)n1 | 6
CC1Cc2ccccc2N1c1ncnc2nc[nH]c12 (centres undefined) | 3
O=C(Nc1cccc(O)c1)c1ccc(Br)cc1 | 3
COc1cc(OC)cc(-c2nnc(SCC(=O)N3CCCCC3)o2)c1 | -3
COc1ccccc1C1CC(=O)C2=C(C1)NC(C)=C(C(=O)OC(C)C)C2c1cccc([N+](=O)[O-])c1 (centres undefined) | -2
COc1ccc(S(=O)(=O)Nc2ccccc2Cl)c2cccnc12 | -4
CC1CCC(NC(=O)C2(C)CCC(=O)N2Cc2cccs2)CC1 (centres undefined) | -5
Cc1ccc(C(=O)Nc2ccc3nc(SCC(=O)N4CCOCC4)sc3c2)cc1 | -9

Main list, from the first entry:
SMILES | 14-3-3 PPI
CCCN1C(=O)CC(c2ccco2)Sc2ccccc21 (centres undefined) | -8
CN(Cc1ccccc1)c1nc(-c2ccc(Cl)cc2)nc2ccccc12 | 7
Cc1ccccc1CSc1nc2ccccc2c(=O)n1CCC(=O)NCc1ccc(F)cc1 | -1
CC(=O)NC(CCS(C)(=O)=O)C(=O)Nc1ccccc1Cl (centres undefined) | 0&-6
Nn1c(SCC(=O)Nc2ccccc2F)nc2ccccc2c1=O | 3
COc1ccc(C2C(C(=O)Nc3nc4ccc(Br)cc4s3)=C(C)NC3=C2C(=O)CC(C)(C)C3)c(OC)c1 (centres undefined) | -6
CCOC(=O)C1CCN(C(=O)c2ccc(OC)c(OC)c2)CC1 | -4
CCOC(=O)C1CCN(c2ncnc3c2cnn3-c2ccc(Cl)cc2)CC1 | 7
COc1nc(C)ccc1-c1noc(-c2ccccn2)n1 | 6
CC1Cc2ccccc2N1c1ncnc2nc[nH]c12 (centres undefined) | 3
O=C(Nc1cccc(O)c1)c1ccc(Br)cc1 | 3
COc1cc(OC)cc(-c2nnc(SCC(=O)N3CCCCC3)o2)c1 | -3
COc1ccccc1C1CC(=O)C2=C(C1)NC(C)=C(C(=O)OC(C)C)C2c1cccc([N+](=O)[O-])c1 (centres undefined) | -2
COc1ccc(S(=O)(=O)Nc2ccccc2Cl)c2cccnc12 | -4
CC1CCC(NC(=O)C2(C)CCC(=O)N2Cc2cccs2)CC1 (centres undefined) | -5
Cc1ccc(C(=O)Nc2ccc3nc(SCC(=O)N4CCOCC4)sc3c2)cc1 | -9
COc1ccc(-n2sc3c(c2=S)-c2cc(C)ccc2N(C)C3(C)C)cc1OC | -3
COc1ccc(N(CC(=O)Nc2ccc(C)cn2)S(=O)(=O)c2c(C)nn(C)c2C)cc1 | 0
CC(=O)Oc1ccc(N2C(=O)c3cccnc3C2=O)cc1 | -3
C=CCn1c(=N)n(CC(=O)c2ccc(Br)cc2)c2ccccc21 | -2
COc1ccc(CC(=O)Nc2nc3ccccc3s2)cc1S(=O)(=O)N1CCOCC1 | 0
CCOC(=O)c1[nH]c(C)c(C(=O)Nc2ccc(F)cc2)c1C | -6
O=C(CN1CCN(Cc2ccccc2Cl)C1=O)NCc1cccnc1 | -5
O=C(CCCCCn1c(=O)[nH]c2ccsc2c1=O)NCc1ccc(F)cc1 | 0
O=C1CC(NCc2ccccc2)C(=O)N1c1ccccc1 (centres undefined) | 10
CCc1ccc2c(c1)c1nc(C)sc1n2C | -1
O=C(CCCN1C(=O)c2cccnc2C1=O)NCC1COc2ccccc2O1 (centres undefined) | 0
COc1ccccc1N1CCN(C(=O)CCCCn2c(=O)[nH]c3ccsc3c2=O)CC1 | -3
N#CC(C(=O)NC1CC1)c1nc2ccccc2nc1N1CCCC1 (centres undefined) | 13
Cn1cnnc1SCC(=O)Nc1ccc(Br)cc1C(F)(F)F | -9
Cc1ccc(-c2c(C#N)c(N)nc3c2CCCCCC3)c(C)c1 | 5
O=C(O)CCCSc1nc2ccccc2s1 | -5
C=CCN1C(=O)CSc2ccc(C(=O)NCc3ccco3)cc21 | -3
CCOC(=O)c1ccc(NC(=O)COc2ccc3c(C)cc(=O)oc3c2C)cc1 | -10
COc1ccc(-n2c(C)nc3cc(C(=O)NCCc4ccc(OC)c(OC)c4)ccc32)cc1 | -100
O=C1c2ccccc2-c2onc3c(N4CCN(c5ccccn5)CC4)cc(Nc4ccc5c(c4)OCO5)c1c23 | -158
Fc1ccc(CN2CCN(c3ccccn3)CC2)cc1 | -6
COc1ccccc1NC(=O)c1c(NC(=O)c2ccc(C)cc2)sc2c1CCCCC2 | -29
O=c1[nH]c2cccnc2n1Cc1ccco1 | 0
COC(=O)NCC(c1cccnc1)N1CCOCC1 (centres undefined) | 3
Cc1cc2c(=O)[nH]n(C)c(=N)c2c(N)n1 | -1
CN(C(=O)CSc1nc2ccccc2c(=O)n1-c1ccccc1)c1ccccc1 | -12
COc1ccc(CNc2nc3c(c(=O)n(Cc4ccc(Cl)cc4)c(=O)n3C)n2C)cc1 | -3
CCOC(=O)c1ccccc1NC(=O)c1sc2nc(C)nc(N(CC)CC)c2c1C | -2
CCn1c(C)[n+](CC)c2ccc(F)cc21 | -4
CCC(C(=O)Nc1cccc(C(F)(F)F)c1)c1ccccc1 (centres undefined) | 0
Cc1ccc(C(=O)Nc2nonc2C)cc1 | 7
COC(=O)c1ccc(C2Nc3ccc4ncccc4c3C3=C2C(=O)CCC3)cc1 (centres undefined) | -5
COc1cc(NC(=O)CN(c2ccc(C)cc2)S(=O)(=O)c2c(C)n[nH]c2C)cc(OC)c1 | -4
COc1cccc(C=Nc2sc3c(c2C#N)CCC3)c1OC | -17

New compounds follow.
SMILES | 14-3-3 PPI
CC(=O)OCCCNc1cc(Sc2nc3ccccc3s2)c2nonc2c1[N+](=O)[O-] | -16
CC1Cc2ccccc2N1S(=O)(=O)c1cccc(C(=O)OCC(=O)NC2CCS(=O)(=O)C2)c1 (centres undefined) | -2
c1cnc2c(SCc3ccc(-c4nnco4)cc3)cccc2c1 | 0
CC(=O)Oc1ccc2nc(-c3ccc(Oc4ccc([N+](=O)[O-])cc4)cc3)oc(=O)c2c1 | -3
O=C(c1scc2c1CCCC2)N1CCOCC1 | 0
O=C(O)CCc1nn2c(nc3ccccc32)[nH]c1=O | 2
COc1nc2ccccc2cc1-c1noc(-c2cccnc2)n1 | -13
COc1ccccc1CNC(=O)COc1ccccc1OC | -7
Cc1cc(O)c(NC(=O)c2ccccc2Cl)cc1C | -4
O=C(Nc1nc2ccccc2s1)c1ccc(Cl)c([N+](=O)[O-])c1 | -8
O=C(CSc1cn(Cc2ccc(Cl)cc2)c2ccccc12)N1CCOCC1 | -3
CC12CCC(C(=O)N3CCN(c4ccccc4)CC3)(CC1=O)C2(C)C (centres undefined) | 2
Cc1oc2c(CN3CCCC3)c(O)ccc2c(=O)c1-c1ccccc1 | -3
O=C(C1=C(O)C(=O)N(c2ncccn2)C1c1ccc(Cl)c(Cl)c1)c1ccco1 (centres undefined) | -4
CCCn1c2c(c(=N)c3c1CCC3)CCCC2 | 2
COc1ccc(N2C(=O)C3ON(c4ccccc4)C(c4cc(Br)ccc4O)C3C2=O)cc1 (centres undefined) | -8
c1ccc(N=c2scc(-c3ccccc3)n2CCN2CCOCC2)cc1 | 0
COC(=O)c1ccc(NC(=O)COc2cccc(C)c2)cc1 | -41
COc1ccccc1CNC(=O)c1ccc2c(c1)NC(=O)CS2 | -5
COc1cc2c(cc1OC)CN(c1ccc(-c3ccccc3OC)nn1)CC2 | -18
O=C(Nc1cccc(-c2nc3ccccc3[nH]2)c1)c1cc(=O)c2ccccc2o1 | 10
CC(C)(CC(=O)NC1CCCCCC1)CC1=NS(=O)(=O)c2ccccc2N1 | -10
Cc1cc(=O)[nH]c(SCC(=O)N2CCCCCC2)n1 | 1
N#Cc1c(NC(=O)CCCCCN2C(=O)c3ccccc3C2=O)sc2c1CCC2 | -24
O=C(Nc1ccc(C(=O)N2CCN(c3ccccc3)CC2)cc1)C1CCCO1 (centres undefined) | -9
O=C(NC1CCCCC1NC(=O)c1ccco1)c1ccco1 (centres undefined) | 2
O=C(Cn1ccc(C(F)(F)F)n1)Nc1ccc(S(=O)(=O)NCc2ccco2)cc1 | 3
CCC(C)n1c(SCC(=O)NC2CCCCC2)nc2ccsc2c1=O (centres undefined) | -16
CCOC(=O)C(c1ccccc1)N1CCN(c2ccc(OC)cc2)CC1 (centres undefined) | 1
O=C(Nc1nccs1)C1(S(=O)(=O)c2ccc(Cl)cc2)CC1 | -2&-13
O=C(Nc1ccc(S(=O)(=O)Nc2ncccn2)cc1)c1cc(-c2cccs2)nc2ccccc12 | -16
Cc1cc(NC(=O)c2ccccc2-c2ccccc2C(=O)O)no1 | -3&0
Cc1[nH]c2ccc(Cl)cc2c(=O)c1CN1CCC(C)CC1 | -14
CC(C)Cc1ccc(S(=O)(=O)N2CCc3ccccc32)cc1 | -247
COc1cc(NC(=O)COc2cc(C)c(Cl)c(C)c2)ccc1NC(=O)c1ccco1 | -4
COc1ccc(S(=O)(=O)N2CCC(C(=O)NC3CC3)CC2)cc1Cl | -6
CCOc1ccc(C(=O)Nc2ccc3oc(-c4ccc(OC)cc4)nc3c2)cc1Cl | -37
Cc1csc2nc(CCNS(=O)(=O)c3cccs3)cn12 | -10
O=S(=O)(c1ccc(Br)cc1)n1c(Cc2ccccc2)nc2ccccc21 | -12
CCOc1ccc(C(=O)N2CCN(c3ccc([N+](=O)[O-])cc3Cl)CC2)cc1Br | -1
CCOC(=O)c1cccc(NC(=O)C2(S(=O)(=O)c3ccc(Cl)cc3)CC2)c1 | -1
CCC(CC)C(=O)N1CC(=O)Nc2ccc(C)cc2C1c1ccccc1 (centres undefined) | -3
CCCCOc1ccc(S(=O)(=O)NCc2ccco2)cc1 | -15
COC(=O)c1ccc(C(=O)Nc2nc3c(C)cc([N+](=O)[O-])cc3s2)cc1 | -17
Cc1ccc(C)c(N2C(=O)C3C4C=CC(C5CC45)C3C2=O)c1 (centres undefined) | -3
CCOc1ccc(/C(O)=C2\C(=O)C(=O)N(CCN(C)C)C2c2cc(OC)ccc2OC)cc1Cl (centres undefined) | -16
CCCCOc1ccccc1C(=O)NCCCC(=O)O | -5
O=C(CC1CCCCC1)NC1CCCC1 | 2
O=c1nc2s/c(=C\c3ccco3)c(=O)n2nc1Cc1ccc(F)cc1 | -26
Cc1noc(NS(=O)(=O)c2ccc(NC(=O)C3CC3c3ccccc3)cc2)c1C (centres undefined) | 4

Following part.
SMILES | 14-3-3 PPI
COc1ccc(Br)cc1Cc1nc(C)cc(Cl)n1 | 0
CCOC(=O)c1c(C)c(C(=O)NCc2ccc3c(c2)OCO3)c(C)n1CC | -4
Cc1ccc(-n2c(C)c3c(C)nnc(C)c3c2C)cc1N | -27
COc1ccc(OC)c(NC(=O)Cc2cn(C)c3ccccc23)c1 | 0
COc1ccc(C(=O)CSc2nn3c(=O)c(C(C)(C)C)nnc3s2)cc1 | 8
CC(C)Sc1nc2c(c(=O)[nH]c(=O)n2C)n1Cc1ccc(Cl)cc1 | 8
CCc1ccc(NC(=O)Cn2c(=O)n(-c3cccc(C(F)(F)F)c3)c(=O)c3sccc32)cc1 | 0
Cc1csc2nc(CNS(=O)(=O)c3ccc4c(c3)OCCO4)cn12 | 3
O=S(=O)(N1CCCCCC1)N1CCN(S(=O)(=O)N2CCOCC2)CC1 | 6
CC(=O)c1ccccc1OCCn1nnc(-c2ccc(C)cc2)n1 | -3
COc1cccc(NC(=O)c2c(I)cnn2C)c1 | 0
COC(=O)c1cc(COC(=O)c2ccc3ccccc3n2)oc1C | -4
O=C(Nc1ccc(-c2nc3ccccc3o2)c(O)c1)c1ccc([N+](=O)[O-])o1 | -13
O=C(NCC(c1cccnc1)N1CCN(c2ccc(F)cc2)CC1)c1ccccc1 (centres undefined) | -4
CCOc1ccc(-n2c(SCc3nc(-c4cccs4)no3)nnc2-c2ccncc2)cc1 | -2
COc1cc(C(=O)Nc2cccc(-c3nc4cc(C)c(C)cc4o3)c2)cc(OC)c1OC | -19
O=C(CCNS(=O)(=O)c1ccc(Cl)cc1)NCc1ccccn1 | 5&-5
Cc1ccc(NC(=O)CSc2nnc(-c3ccccn3)n2C)cc1 | -1
CCOCCCn1c(=S)[nH]c2c(sc3ccccc32)c1=O | 2
NS(=O)(=O)c1ccc(NC(=O)c2cc3cc([N+](=O)[O-])ccc3s2)cc1 | -7
CCC(=O)N1c2ccccc2-c2nnc(SC)nc2OC1c1ccccc1OC (centres undefined) | 6
O=C(Oc1cccc(NC(=O)c2ccccc2Cl)c1)c1ccc([N+](=O)[O-])cc1 | -16
N=c1c(C(=O)NC2CCCC2)cc2c(=O)n3ccccc3nc2n1CCN1CCOCC1 | -7
O=c1c2cnn(-c3ccccc3)c2nc(-c2cccs2)n1-c1ccc(Br)cc1 | -104
COc1ccc(NC(=O)Nc2ccc3c(c2)N(C)C(=O)CS3)cc1OC | -16
CC(=O)Nc1nnc(SCc2cccc(F)c2)s1 | 6
Cc1onc(-c2ccccc2Cl)c1C(=O)Nc1nnc(C(C)C)s1 | -1
Cc1cnc(C(=O)OCC(=O)Nc2oc(-c3ccccc3)c(-c3ccccc3)c2C#N)cn1 | -16
CCOC(=O)c1sc2ncnc(Nc3cc(C)cc(C)c3)c2c1C | 2
CCCCOc1ccc(C(=O)NCc2n[nH]c(=S)n2-c2cccc(C)c2)cc1 | -9
CCOC(=O)C1(C(F)(F)F)N=C2C=CC(Cl)=CN2C(c2ccccc2)=N1 (centres undefined) | -1
O=C(CN1CCN(c2nc(-c3ccc(F)cc3)cs2)CC1)Nc1ccc2c(c1)OCO2 | -16
COc1ccc(-c2c(C(F)(F)F)oc3c(CN4CCCCC4C)c(O)ccc3c2=O)cc1OC (centres undefined) | 0
